Tcruzi prolif = T. cruzi intracellular proliferation inhibitors, primary screen, cell-based, beta-gal Tulahuen parasites, NIH3T3 host, luminescence | T. cruzi beta-gal in NIH3T3, GalScreen luminescence, 90 h | inhibition, % at 8.34 µM | 77,000 compounds, 5.9% hits;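 active means mean inhibition above about 93%, with at least 55% of replicates each passing it, limit read from the data, passing the limit was not always enough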
C diff growth = C. difficile growth inhibitors, primary screen, HTS; Clostridium difficile clinical isolate growth, OD600, 24 h; stronger effect = lower value; growth activity, negative = inhibition, % at 16 µg/mL (by protocol); 86,000 compounds, 0.25% hits; AID 1259249, 2017;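 active means mean growth activity at or below -80% and every replicate also at or below -80%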;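 further: 0% = DMSO wells and -100% = levofloxacin 16 µg/mL wells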
KDM4C inh = inhibitors of GASC-1 (KDM4C) histone demethylase, primary screen, biochemical, single concentration HTS; GST-KDM4C 2-372, H3K9me3 peptide, LANCE TR-FRET; Lysine-specific demethylase 4C (Homo sapiens), Q9H3R0; inhibition, % at 12.5 µM; 96,000 compounds, 0.15% hits;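 active means mean replicate inhibition above about 25%, with at least 55% of replicates also reaching it, limit read from the data, passing the limit was not always enough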
Target sequence (Q9H3R0 2-372 limits assumed): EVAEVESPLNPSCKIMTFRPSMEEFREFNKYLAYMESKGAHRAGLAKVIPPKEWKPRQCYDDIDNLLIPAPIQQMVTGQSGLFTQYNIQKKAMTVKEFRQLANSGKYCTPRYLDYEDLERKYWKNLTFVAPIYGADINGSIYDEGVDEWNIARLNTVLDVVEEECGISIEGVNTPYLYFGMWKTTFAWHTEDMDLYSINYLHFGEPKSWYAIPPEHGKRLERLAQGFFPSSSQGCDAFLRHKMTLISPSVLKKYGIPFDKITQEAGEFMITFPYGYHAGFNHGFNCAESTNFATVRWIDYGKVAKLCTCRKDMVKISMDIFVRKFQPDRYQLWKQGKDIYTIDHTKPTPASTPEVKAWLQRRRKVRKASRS
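Material: GST-tagged GASC-1 (JMJD2C) catalytic fragment, aa 2-372. Input: enzyme final amount 10 nM. Medium: HEPES buffer, pH 7.5, plus ascorbate. Reagent: H3K9me3 peptide substrate, Fe(II), 2-oxoglutarate. Doses: single dose. Times: reaction 30 min RT, detection step 1 h RT. Measured by: LANCE TR-FRET. Evaluation: Fall in 671/618 emission ratio as inhibition.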
Pf Dd2 inh = P. falciparum Dd2 growth inhibitors, primary screen, SYBR Green fluorescence, single dose replicates; 72 h; stronger effect = lower value; activity change, % at 10 µM; 94,000 compounds, 2.3% hits; AID 1159554, 2015; in the data active means activity change below about -80%
* = called active by the depositor; nt = not tested or not shown; & = joins results of further samples.

SMILES | Tcruzi prolif | C diff growth | KDM4C inh | Pf Dd2 inh
O=C(C[C@@H]1CC[C@@H](NC(=O)c2ccccc2)[C@H](CO)O1)NCc1ccncn1 | -102.2 | 1.2 | 1.5 | -2.5
COc1ccc(S(=O)(=O)Nc2ccc3c(c2)CC(=O)N([C@@H](C)CO)C[C@H](C)[C@@H](CN(C)Cc2ccc(C(=O)O)cc2)O3)cc1 | -13.7 | -3.2 | 0.8 | 22.3
COC(=O)C[C@H]1CC[C@@H](NC(=O)c2ccccc2)[C@@H](CO)O1 | 39.3 | 1.6 | -0.9 | 22.4
COC(=O)C[C@H]1CC[C@@H]2[C@H](COC[C@H](O)CN2C(=O)Nc2ccccc2OC)O1 | 38.4 | 10.4&-7.0 | 0.6 | 10.9
O=C(C[C@H]1CC[C@@H](NC(=O)c2ccncc2)[C@H](CO)O1)NCC1CCCCC1 | -15.6 | nt | 0.8 | 11.0
COc1cccc(C#Cc2cnc3c(c2)C(=O)N([C@H](C)CO)C[C@@H](C)[C@@H](CN(C)C(=O)C2CC2)O3)c1 | 36.8 | nt | 0.4 | -47.5
CS(=O)(=O)N1CC2(C1)[C@@H](c1ccccc1)[C@H](CO)N2C(=O)C1CCC1 | nt | 1.2 | -0.8 | 4.1
Cc1noc(C)c1NC(=O)Nc1ccc2c(c1)C(=O)N([C@@H](C)CO)C[C@H](C)[C@@H](CN(C)C(=O)Nc1cccc3ccccc13)OCCCC[C@H](C)O2 | 31.9 | -8.8 | -1.9 | -45.6
COc1ccccc1C(=O)N1C[C@@H]2[C@H](c3ccccc31)[C@@H](CO)N2CC1CCOCC1 | -0.3 | 4.9 | -0.4 | -1.2
O=C(C[C@H]1CC[C@H]2[C@@H](COC[C@@H](O)CN2S(=O)(=O)c2cccc(F)c2)O1)Nc1ccccc1 | nt | 7.6&1.9 | 1.1 | 7.8
C[C@@H]1CN([C@H](C)CO)C(=O)c2cc(NC(=O)CCC(F)(F)F)ccc2O[C@H]1CN(C)S(=O)(=O)c1ccc(Cl)cc1 | 6.3 | 1.6 | -0.4 | -25.6
CO[C@@H](CN(C)S(=O)(=O)c1cn(C)cn1)[C@H](C)CN(C(=O)Nc1ccc(F)cc1)[C@H](C)CO | 20.9 | nt | 0.1 | 4.8
O=S(=O)(c1ccc(-c2ccccc2)cc1)N1[C@@H]2CNC[C@H]1C2c1ccc(-c2cccnc2)cc1 (stereo partly drawn) | nt | 50.7&6.6 | -0.3&-0.5 | 41.0&49.1
C[C@H]1CN([C@@H](C)CO)C(=O)c2cc(C3=CCCCC3)cnc2O[C@@H]1CN(C)C(=O)c1ccc2c(c1)OCO2 | 69.7 | -1.1 | 0.7 | -53.9
COc1cccc(S(=O)(=O)N(C)C[C@H]2OCc3ccccc3-c3c(n(C)c4ccccc34)C(=O)N([C@@H](C)CO)C[C@@H]2C)c1 | 34.7 | 1.9 | -10.7 | -83.4*
COc1ccc(CNC(=O)C[C@@H]2C[C@H]3c4cc(NC(=O)NC5CCCC5)ccc4O[C@H]3[C@@H](CO)O2)cc1 | -1.4 | -4.9 | 0.6 | 7.4
C[C@H](CO)N1C[C@H](C)[C@H](CN(C)Cc2ccc(-c3ccccc3)cc2)Oc2ccc(NC(=O)C3CCCCC3)cc2CC1=O | 58.7 | 19.7 | 0.0 | -25.2
Cc1ccc(S(=O)(=O)Nc2ccc3c(c2)C(=O)N([C@H](C)CO)C[C@@H](C)[C@@H](CN(C)C(=O)C2CCCCC2)OCCCC[C@@H](C)O3)cc1 | 95.0 | -4.3 | 1.7 | -68.8
C[C@H](NC(=O)C[C@H]1C[C@@H]2c3cc(NC(=O)Cc4ccncc4)ccc3O[C@@H]2[C@H](CO)O1)c1ccccc1 | -17.1 | nt | -0.4 | -1.7
CO[C@H]1CN(C)C(=O)c2cc(NC(C)=O)ccc2OC[C@@H](C)N(C(=O)Cc2cccnc2)C[C@H]1C | -13.7 | nt | 1.6 | 23.8
Cc1ccc(S(=O)(=O)N(C)C[C@@H]2Oc3ccc(NC(=O)Nc4ccc(F)cc4)cc3C(=O)N([C@@H](C)CO)C[C@@H]2C)cc1 | 45.2 | 0.9 | 3.6 | -21.4
COc1ccc(CN(C)C[C@H]2Oc3ccc(NC(=O)Nc4c(C)noc4C)cc3C(=O)N([C@H](C)CO)C[C@H]2C)cc1 | -7.4 | 2.7 | 1.3 | -1.0
C[C@H](CO)N1C[C@H](C)[C@H](CN(C)Cc2ccncc2)OCCCC[C@H](C)Oc2ccc(NC(=O)C3CCCCC3)cc2C1=O | 50.8 | -1.9 | 1.5 | 27.7
O=C(Nc1ccc(Cl)cc1)N[C@@H]1CC[C@H](CCn2cc(Cc3ccccc3)nn2)O[C@H]1CO | -61.3 | -3.9 | 0.6 | -50.2
COCC(=O)N1CC2(CCN(Cc3ccccc3)CC2)c2c(n(C)c3cc(OC)ccc23)[C@@H]1CO | nt | 2.4 | 0.2 | 2.4
COc1cccc(-c2cnc3c(c2)C(=O)N([C@H](C)CO)C[C@@H](C)[C@H](CN(C)C(=O)Nc2ccccc2F)O3)c1 | 33.2&45.6 | -13.9&-5.8 | 0.7 | -15.6&-16.3
CCC(=O)Nc1ccc2c(c1)C(=O)N(C)C[C@@H](OC)[C@H](C)CN(C(=O)c1cccnc1)[C@@H](C)CO2 | 4.8 | -6.4 | 0.4 | 2.7
COc1ccc(S(=O)(=O)N(C)C[C@@H]2Oc3ccc(NS(=O)(=O)c4ccc(C)cc4)cc3C(=O)N([C@@H](C)CO)C[C@H]2C)cc1 | nt | -2.1 | -0.3 | -41.4
O=C(Nc1ccccc1)N1CCCCN2[C@H](CO)[C@H](c3ccc(-c4ccccc4F)cc3)[C@H]2C1 | 94.6 | 60.5 | -0.4 | -32.6
O=C(c1ccc(F)cc1)N1CC(=O)N2[C@@H](CO)[C@@H](c3ccc(C#CC4CC4)cc3)[C@@H]2C1 | nt | -6.1 | -0.7 | -0.5

Full records, looked up by structure. Order of screens: Tcruzi prolif, C diff growth, KDM4C inh, Pf Dd2 inh
Listed for COCC(=O)N1CC2(CCN(Cc3ccccc3)CC2)c2c(n(C)c3cc(OC)ccc23)[C@@H]1CO : nt, 2.4, 0.2, 2.4
Listed for C[C@H](CO)N1C[C@H](C)[C@H](CN(C)Cc2ccncc2)OCCCC[C@H](C)Oc2ccc(NC(=O)C3CCCCC3)cc2C1=O : 50.8, -1.9, 1.5, 27.7
Listed for O=C(Nc1ccccc1)N1CCCCN2[C@H](CO)[C@H](c3ccc(-c4ccccc4F)cc3)[C@H]2C1 : 94.6, 60.5, -0.4, -32.6
Listed for COc1cccc(-c2cnc3c(c2)C(=O)N([C@H](C)CO)C[C@@H](C)[C@H](CN(C)C(=O)Nc2ccccc2F)O3)c1 : 33.2&45.6, -13.9&-5.8, 0.7, -15.6&-16.3
Listed for COc1ccc(CN(C)C[C@H]2Oc3ccc(NC(=O)Nc4c(C)noc4C)cc3C(=O)N([C@H](C)CO)C[C@H]2C)cc1 : -7.4, 2.7, 1.3, -1.0

Further entries:
SMILES | Tcruzi prolif | C diff growth | KDM4C inh | Pf Dd2 inh
Cc1ccc(S(=O)(=O)N(C)C[C@@H]2Oc3ccc(N(C)C)cc3CC(=O)N([C@H](C)CO)C[C@@H]2C)cc1 | nt | 2.4 | -0.8 | -5.1
CCCC#Cc1ccc([C@H]2[C@@H](CO)N3CCCCN(Cc4ccncc4)C[C@@H]23)cc1 | 114.7* | -14.4 | 0.7 | -8.0
CN(C)CC#Cc1ccc([C@H]2[C@@H](CO)N3CCCCN(C(=O)Nc4ccccc4F)C[C@H]23)cc1 | 73.8 | 2.2 | 5.2 | -9.7
CCCNC(=O)N1[C@H](CO)[C@H](c2ccc(-c3ccc(C#N)cc3)cc2)[C@@H]1CNC | nt | -4.2 | -1.3 | -83.5*
CC1C=NC(S(=O)(=O)N2CC[C@@H]3[C@@H](CO)N(C)c4ccc(-c5ccc(F)cc5)cc4[C@@H]32)=N1 (stereo partly drawn) | 63.9 | -21.0 | -0.2 | -17.3
CCCNC(=O)N1CC2(CN(C(=O)C3CCOCC3)C2)c2c([nH]c3cc(OC)ccc23)[C@H]1CO | nt | 9.5 | 0.0 | 27.2
C[C@H](CO)N1C[C@H](C)[C@H](CN(C)C(=O)c2ccccc2)OCCCC[C@H](C)Oc2ccc(NC(=O)Nc3ccccc3)cc2C1=O | nt | nt | -0.5 | -78.7
C[C@H]1CCCCO[C@H](CN(C)C(=O)Nc2ccc(C(F)(F)F)cc2)[C@@H](C)CN([C@@H](C)CO)C(=O)c2cc(NS(=O)(=O)c3cn(C)cn3)ccc2O1 | 31.2 | 11.6 | -3.7 | -48.7
CCNC(=O)Nc1ccc2c(c1)C(=O)N(C)[C@@H]1CC[C@H](CC(=O)Nc3ccccc3)O[C@@H]1CO2 | -7.4 | 7.4 | 1.2 | 4.1
COc1ccccc1CNC(=O)C[C@@H]1CC[C@H]2[C@@H](COC[C@H](O)CN2Cc2cccc(-c3ccncc3)c2)O1 | 91.9 | 1.6&-7.1 | 1.0 | nt
C/C=C/c1cccc(-c2nc(C(=O)N3CCCCC3)cc3c2[C@H](CCO)N(C(=O)NC(C)C)C3)c1 | nt | -4.5 | nt | 18.1
CC(C)CC#Cc1cnc2c(c1)C(=O)N([C@@H](C)CO)C[C@H](C)[C@H](CN(C)C(=O)Nc1cccc(F)c1)O2 | 56.9 | 1.7 | 0.0 | -10.1
COc1ccccc1NC(=O)N1C[C@@H]2N[C@H](C1)C2c1ccc(-c2ccc(C#N)cc2)cc1 (stereo partly drawn) | nt | 16.1&41.5 | -1.8&1.5 | -64.0&-67.4
O=C(C[C@@H]1CC[C@@H]2[C@H](COC[C@H](O)CN2S(=O)(=O)c2cccc(Cl)c2)O1)NCCCN1CCOCC1 | nt | -7.4&-12.7 | 2.4 | 10.3
COc1ccc(S(=O)(=O)Nc2ccc3c(c2)C(=O)N([C@@H](C)CO)C[C@@H](C)[C@@H](CN(C)Cc2ccc(C(=O)O)cc2)OCCCC[C@H](C)O3)cc1 | 10.8 | -2.8 | 0.7 | -31.6
C[C@H]1CN([C@@H](C)CO)C(=O)Cc2cc(NC(=O)Nc3ccccc3)ccc2O[C@H]1CN(C)Cc1ccc(C(F)(F)F)cc1 | 84.5 | 8.1 | -0.7 | -1.6
C[C@H](CO)N1C[C@H](C)[C@H](CN(C)C(=O)c2ccncc2)OCCCC[C@H](C)Oc2ccc(NC(=O)CCCCCC(=O)Nc3ccccc3N)cc2C1=O | 63.4 | 17.0 | 0.5 | -16.1
CO[C@@H]1CC[C@H]2CCOc3c(C#N)cccc3C(=O)N(C)[C@@H](C)C(=O)N(C)C[C@H]1O2 | 34.8 | nt | 3.9 | -16.1
C[C@H]1CCCCO[C@@H](CN(C)C)[C@@H](C)CN([C@@H](C)CO)C(=O)c2cc(NC(=O)c3ccncc3)ccc2O1 | 2.5 | 1.6 | 0.9 | 21.8
Cc1cccc(S(=O)(=O)N2CC[C@@H]3[C@H]2c2cc(C#Cc4ccc(F)cc4)ccc2N[C@@H]3CO)c1 | 12.4 | -3.3 | -1.5 | -8.4
COCC(=O)Nc1ccc2c(c1)[C@H]1C[C@H](CC(=O)NCc3cccc(F)c3)O[C@@H](CO)[C@H]1O2 | nt | 2.6 | 0.5 | -1.1
CCCC#Cc1cnc2c(c1)C(=O)N([C@@H](C)CO)C[C@@H](C)[C@@H](CN(C)C(=O)c1ccccc1)O2 | nt | 1.0 | -1.1 | -15.9
C[C@@H]1CCCCO[C@@H](CN(C)S(=O)(=O)c2cccs2)[C@@H](C)CN([C@H](C)CO)C(=O)c2cc(NC(=O)Nc3cccc4ccccc34)ccc2O1 | -2.6 | nt | 0.7 | 10.9
COC(=O)C[C@H]1CC[C@H]2[C@H](COc3ccc(NC(=O)NC(C)C)cc3C(=O)N2C)O1 | 0.4 | -6.3 | 0.6 | 23.5
C[C@H](CO)N1C[C@H](C)[C@H](CN(C)Cc2ccc3c(c2)OCO3)Oc2ccc(NC(=O)Nc3ccc(C(F)(F)F)cc3)cc2CC1=O | 97.5* | 24.7 | -1.1 | -7.8
CCCNC(=O)N1[C@H](CO)[C@@H](c2ccc(C3=CCCC3)cc2)[C@@H]1CNC(=O)CC | 13.2 | -6.2 | -0.4 | 3.3
CN(C)CC#Cc1ccc([C@@H]2[C@@H](CO)N3CCCCN(C(=O)Nc4ccccc4F)C[C@@H]23)cc1 | 34.0 | 4.5 | 5.0 | -41.9
CO[C@H](CN(C)C(=O)C1CC1)[C@@H](C)CN(C(=O)Nc1ccc(C(F)(F)F)cc1)[C@H](C)CO | 55.9 | nt | -2.8 | 2.9
COc1cccc(-c2ccc([C@@H]3[C@@H](CO)N4CCCCN(CC5CC5)C[C@@H]34)cc2)c1 | -7.6 | -3.5 | -1.0 | -22.4
N#Cc1ccc(-c2ccc([C@@H]3[C@H]4CN(C(=O)C5CC5)CC(=O)N4[C@H]3CO)cc2)cc1 | nt | -13.1 | -1.8 | -11.7
C[C@@H]1CCCCO[C@@H](CN(C)S(=O)(=O)c2ccc(F)cc2)[C@@H](C)CN([C@@H](C)CO)C(=O)c2cc(NC(=O)CCCN(C)C)ccc2O1 | 5.8 | 0.5 | -0.3 | 9.6

Screens deposited in PubChem by Broad Institute.
